RNase H inhibition: RNase H inhibition, HIV 1 Gag Pol polyprotein, FRET biochemical assay, screening (AID 372). hit rate 0.77% among 100,000. one-dose inhibition, % at 10 µM; IC50 in µM for titrated hits. HIV-1 RT RNase H, FRET RNA/DNA substrate fluorescence; higher % means a stronger effect; in the data active = inhibition above about 50%
* marks the source's active call; other numbers are inactive results. Not all compounds are listed; rates above refer to the full screens.

A first look, 5 compounds:
SMILES | RNase H inhibition
O=C1NC(=O)N(c2ccc(F)cc2)C(=O)/C1=C/c1cc(Br)ccc1O | 17.0%
O=C1O/C(=C\C(=O)N2CCOCC2)c2ccccc21 | 6.0%
Cc1ccc(C(=O)O/N=C(\N)c2ccc([N+](=O)[O-])cc2)c(Cl)c1 | 5.0%
COc1ccc(C(=O)Nc2ccc(Cl)c(-c3nc4ccccc4s3)c2)cc1[N+](=O)[O-] | 31.0%
COC(=O)c1ccc(N=Cc2cccc(O)c2)cc1 | 6.0%

Results, from the first entry:
SMILES | RNase H inhibition
O=C1NC(=O)N(c2ccc(F)cc2)C(=O)/C1=C/c1cc(Br)ccc1O | 17.0%
O=C1O/C(=C\C(=O)N2CCOCC2)c2ccccc21 | 6.0%
Cc1ccc(C(=O)O/N=C(\N)c2ccc([N+](=O)[O-])cc2)c(Cl)c1 | 5.0%
COc1ccc(C(=O)Nc2ccc(Cl)c(-c3nc4ccccc4s3)c2)cc1[N+](=O)[O-] | 31.0%
COC(=O)c1ccc(N=Cc2cccc(O)c2)cc1 | 6.0%
COc1cc(/C=C(/C#N)C(=O)Nc2cccc(Br)c2)cc(OC)c1O | 33.0%
O=C(NC1CCCC1)/C(=C/c1ccccc1)c1ccccc1 | 17.0%
Cc1ccccc1C(=O)Nc1cccc(NC(=O)c2ccc(-c3cccc(Cl)c3C)o2)c1 | 1.0%
CCS(=O)(=O)C(=CNc1ccccc1)S(=O)(=O)CC | 0.0%
COc1ccccc1C1NC(=S)NC(C)=C1C(=O)Nc1ccc(C)c(Cl)c1 (stereo not drawn) | 5.0%
COc1cc(/C=C2\C(=O)N(c3nc(-c4ccc(F)cc4)cs3)N=C2C)ccc1O | 40.0%
Nc1ccc(-c2ncccc2O)cc1 | 11.0%
COc1cc(C=O)ccc1OCCCOc1ccc(Cl)c(C)c1 | 18.0%
COc1ccc(-c2nc3ccc4ccccc4c3c3c2CCCC3)cc1 | 10.0%
CC(=O)c1ccc(Nc2nc(NCCO)nc(OC(C(F)(F)F)C(F)(F)F)n2)cc1 | 0.0%
CCOC(=O)NC(NC(=S)Nc1ccc(NC(C)=O)cc1)C(Cl)(Cl)Cl (stereo not drawn) | 5.0%
CCc1ccc(S(=O)(=O)Nc2cc3c(C(=O)O)c(C)oc3c3ccccc23)cc1 | 12.0%
O=C(c1ccco1)N1CCN(c2ccc([N+](=O)[O-])cc2Cl)CC1 | 15.0%
Oc1ccc(Br)cc1/C=N/N=C(c1ccccc1)c1ccccc1 | 7.0%
Cc1cc(C)cc(NC2=C(Cl)C(=O)N(c3ccc(Cl)cc3Cl)C2=O)c1 | 20.0%
C=CCn1cc(/C=c2\sc3n(c2=O)C(c2ccc(Cl)cc2)C(C(=O)OCC)=C(C)N=3)c2ccccc21 (stereo not drawn) | 16.0%
O=C(N/N=C/c1ccc(-c2cccc([N+](=O)[O-])c2)o1)c1cc(Cl)ccc1O | 8.0%
Brc1ccc(OCCCCCCn2ccnc2)cc1 | 11.0%
O=C1c2ccccc2S(=O)(=O)N1Cc1ccccc1 | 20.0%
CC(CNC(=O)c1ccc(Br)cc1)CN(C)C (stereo not drawn) | 10.0%
CC(=O)Nc1cccc(N=Cc2ccc(Cl)cc2Cl)c1 | 10.0%
CS(=O)(=O)c1ccc2nc(NC(=O)COc3ccc(Cl)cc3Cl)sc2c1 | 0.0%
O=C(O)c1ccc(/C=N/Nc2nncc(=O)[nH]2)cc1 | 15.0%
O=C1NC(=O)N(c2ccc(Cl)cc2)C(=O)/C1=C\c1ccc2c(c1)OCO2 | 1.0%
O=C(N/N=C\c1ccccn1)c1c[nH]c2ccccc12 | 11.0%

5 records picked at random from the list so far:
SMILES | RNase H inhibition
CC(=O)Nc1cccc(N=Cc2ccc(Cl)cc2Cl)c1 | 10.0%
O=C1NC(=O)N(c2ccc(Cl)cc2)C(=O)/C1=C\c1ccc2c(c1)OCO2 | 1.0%
C=CCn1cc(/C=c2\sc3n(c2=O)C(c2ccc(Cl)cc2)C(C(=O)OCC)=C(C)N=3)c2ccccc21 (stereo not drawn) | 16.0%
CC(CNC(=O)c1ccc(Br)cc1)CN(C)C (stereo not drawn) | 10.0%
O=C(N/N=C\c1ccccn1)c1c[nH]c2ccccc12 | 11.0%

Continuation.
SMILES | RNase H inhibition
Oc1c(Cl)cc(Br)cc1C=Nc1cccnc1 | 5.0%
O=C1NN(c2ccccc2)C(=O)/C1=C\c1ccc(O)cc1O | 4.0%
Cc1ccc2c(c1)C(c1ccc(Cl)cc1Cl)CC(=O)N2 (stereo not drawn) | 16.0%
O=C(NC(=S)Nc1ccc2oc(-c3ccccc3Cl)nc2c1)c1cccc(Br)c1 | 12.0%
Cc1ccccc1NC(=S)NCCOc1ccccc1Cc1ccccc1 | 18.0%
CCCOc1ccc([N+](=O)[O-])cc1C1NC(=S)NC(c2ccccc2)=C1C(=O)OCC (stereo not drawn) | 20.0%
CCOc1ccc(N(CC(=O)Nc2ccccc2C(=O)O)S(C)(=O)=O)cc1 | 0.0%
Oc1ccccc1N=Cc1c(O)ccc2oc3c(c12)CCCC3 | 0.0%
O=C(Nc1nnc(COc2ccc(C3CCCCC3)cc2)s1)c1ccccc1 | 15.0%
Cc1ccc(NC(=O)c2ccccc2)c([N+](=O)[O-])c1 | 10.0%
COc1ccc(CC(=O)N=Nc2c(O)n(CN3CCN(C)CC3)c3ccccc23)cc1 | 13.0%
COc1ccc(C)cc1NC(=O)c1ccc(Cl)c(Cl)c1 | 6.0%
O=c1c(C=NCCCO)c(-c2ccccc2)[nH]n1-c1nc2ccccc2s1 | 10.0%
COc1ccc(NC(=O)c2ccc(Cl)cc2)c([N+](=O)[O-])c1 | 11.0%
O=C(O)CCCCCNS(=O)(=O)c1ccc(Cl)cc1 | 11.0%
Cc1ccc(C2(C)N(O)C(C)C(c3ccccc3)=[N+]2[O-])cc1 (stereo not drawn) | 0.0%
CSc1ccc(/C=C(/NC(=O)c2ccccc2)c2nc3ccccc3[nH]2)cc1 | 18.0%
COc1ccc(OC)c(NC(=O)CN(c2cccc(Cl)c2)S(=O)(=O)c2ccccc2)c1 | 28.0%
O=c1oc2ccccc2cc1-c1nc2ccccc2s1 | 17.0%
O=C1NC(=O)N(c2ccc3c(c2)OCO3)C(=O)/C1=C/c1ccc(OCc2cccc([N+](=O)[O-])c2)cc1 | 31.0%
Cc1ccc(-n2c(C)cc(/C=C(/C#N)C(=O)Nc3ccc(F)cc3)c2C)cc1 | 0.0%
CCCCOc1ccc(C(=O)NC(=S)Nc2cccc(-c3nc4ccccc4s3)c2)cc1 | 14.0%
O=C(NNc1ccc([N+](=O)[O-])cc1)c1ccco1 | 1.0%
S=c1[nH]nc(-c2ccccc2)n1/N=C/c1ccc(I)o1 | 13.0%
CCc1ccccc1-n1c(C)cc(/C=C2/SC(=S)NC2=O)c1C | 25.0%
CC(=O)NC1=NC(=O)/C(=C\c2ccc(I)o2)S1 | 20.0%
Cc1cccc(/C(N)=N/OC(=O)c2cccc(I)c2)c1 | 19.0%
CCN(C(=O)c1ccc(C(=O)N(CC)c2ccccc2)cc1)c1ccccc1 | 12.0%
O=C(c1ccccc1F)N1CCN(c2cccc(Cl)c2)CC1 | 2.0%
COc1ccc(C(=O)N2CCN(Cc3ccc(OC)c(Br)c3)CC2)cc1 | 0.0%
CCc1ccc(NC2=C(Cl)C(=O)N(c3ccc(C)cc3)C2=O)cc1 | 14.0%
CC12CCCCC1C2C(=O)N/N=C/c1ccc(OCc2ccccc2Cl)cc1 (stereo not drawn) | 14.0%
O=c1c2ccccc2nc(/C=C/c2c[nH]c3ccccc23)n1-c1ccc([N+](=O)[O-])cc1 | 12.0%
CCOC(=O)c1c(NC(=O)/C=C/c2ccc(OC)cc2)sc2c1CCCC2 | 9.0%
CC1=NN(c2ccc(C)cc2)C(=O)C1C(c1ccccc1O)c1c(C)[nH]n(-c2ccc(C)cc2)c1=O (stereo not drawn) | 14.0%
O=C1CC(N2CCC(Cc3ccccc3)CC2)C(=O)N1c1ccc(Cl)cc1 (stereo not drawn) | 22.0%
O=C(/C=C/c1ccco1)Nc1ccc(NC(=O)c2ccco2)cc1 | 11.0%
COC(=O)c1ccc(NC(=O)c2cncc(Br)c2)cc1 | 10.0%
CCOc1ccc2nc(SCC(=O)Nc3cc(C)ccc3C)sc2c1 | 13.0%
COc1ccc(C(=O)N2CCN(Cc3cccc(Oc4ccccc4)c3)CC2)cc1OC | 6.0%
COc1ccc(O)c(-c2cc(-c3ccc(F)cc3)n[nH]2)c1 | 21.0%
COc1ccccc1NC(=O)CC1S/C(=N\N=C(/C)c2ccc([N+](=O)[O-])cc2)NC1=O (stereo not drawn) | 19.0%
COc1ccc(C2C3C(=O)N(c4ccccc4)C(=O)C3ON2c2ccccc2C)cc1 (stereo not drawn) | 1.0%
COc1cc(NC(=O)COc2ccc(Cl)cc2C)ccc1NC(=O)c1ccco1 | 9.0%
O=C(Nc1ccccc1C(=O)NCCc1ccccc1)c1ccccc1Cl | 2.0%
CCOC(=O)c1nnc2cc(-c3ccccc3)nn2c1C | 6.0%
COc1ccccc1N1C(=O)NC(=O)/C(=C/c2cccs2)C1=O | 3.0%
O=c1oc2ccccc2c2c1C(c1cccc([N+](=O)[O-])c1)Nc1ccc3ccccc3c1-2 (stereo not drawn) | 4.0%
CCOC(=O)c1ccc(-n2sc3c(c2=S)-c2ccccc2NC3(C)C)cc1 | 20.0%
CC(C)N(CCC#N)S(=O)(=O)c1cccc2nsnc12 | 5.0%
(cont.)
SMILES | RNase H inhibition
COCCCNCCOCCOc1ccc(Cl)cc1C | 14.0%
CNC(=O)C(=O)Nc1cccc(Br)c1 | 12.0%
COc1cccc(CN2CCN(Cc3ccc4c(c3)OCO4)CC2)c1OC | 9.0%
CCOc1ccc(C(=O)N2CCN(C(=O)c3ccc(OCC)cc3)CC2)cc1 | 22.0%
CC(C)c1ccccc1NC(=O)c1cccc(F)c1 | 1.0%
CCC(CC)NS(=O)(=O)c1ccc(OC)cc1 | 23.0%
O=C(CC(CC(=O)c1ccccc1)c1ccccc1)c1ccccc1 | 18.0%
Cc1nc2c(C)c(-c3ccccc3)nn2c(C)c1Cl | 8.0%
CCC1CCc2c(sc(NC(=O)c3cnccn3)c2C(N)=O)C1 (stereo not drawn) | 36.0%
COc1cc(OC)c(/C=C2/SC(NC(C)=O)=NC2=O)cc1Br | 12.0%
COc1ccc(C2=C(c3ccc(OC)cc3)C3(c4ccccc4)C(=O)C2(c2ccccc2)C2C(=O)NC(=O)C23)cc1 (stereo not drawn) | 4.0%
O=C(Nc1ccc(F)cc1)c1cc(-c2ccccc2)nc2ccccc12 | 9.0%
CN(Cc1ccccc1)C(=O)c1cccc(C(=O)N(C)Cc2ccccc2)c1 | 0.0%
Oc1ccc(/C=N/Nc2nc3ccccc3s2)cc1O | 46.0%
CC(C)(C)c1ccc(-c2nc(-c3cccc([N+](=O)[O-])c3)no2)cc1 | 2.0%
CCOC(=O)c1c(N)c(C#N)n2c1CCC2 | 3.0%
C=CCOc1c(Br)cc(/C=C2\N=C(c3cccc(F)c3)OC2=O)cc1OCC | 22.0%
C=CCn1c(C(C)O)nc2ccccc21 (stereo not drawn) | 4.0%
Cc1ccc(C(=O)Nc2ccc(F)cc2F)cc1[N+](=O)[O-] | 18.0%
Cc1cc(C)c(-c2csc(NC(=O)c3ccc(Cl)cc3Cl)n2)c(C)c1 | 15.0%
COc1ccccc1CNC(=O)/C=C/c1cccc([N+](=O)[O-])c1 | 0.0%
O=C(O)c1ccc(CN2CCOCC2)cc1 | 4.0%
CC(=O)Oc1ccc(/C=N/NC(=O)C(C)Oc2cccc(Cl)c2)c(OC(C)=O)c1 (stereo not drawn) | 10.0%
CCOc1ccc2ccc(OCC)c(/C=C3/NC(=O)NC3=O)c2c1 | 6.0%
O=C1N=C(N2CCN(c3cccc4ccccc34)CC2)S/C1=C/c1cccc([N+](=O)[O-])c1 | 12.0%
COc1ccc(NC(=O)C2=C(C)NC(=O)NC2c2ccc(O)c(OC)c2)cc1 (stereo not drawn) | 12.0%
CCOc1ccc(NC(=O)c2ccc(-c3cccc([N+](=O)[O-])c3)o2)cc1 | 10.0%
CC(C)COC(=O)Nc1ccc(S(=O)(=O)Nc2ccc(Br)cc2)cc1 | 14.0%
CCOCCOC(=O)C1=C(C)NC(=O)NC1c1cc2c(cc1Br)OCO2 (stereo not drawn) | 6.0%
COc1ccc(/C(N)=N/OC(=O)c2ccc(Cl)cc2)cc1 | 7.0%
CCc1cc(C)cc(OCCOc2ccc(/C=c3\sc4nc5ccccc5n4c3=O)cc2)c1 | 0.0%
COc1ccc(/C=C/C(=O)NCC2CCCO2)cc1Br (stereo not drawn) | 1.0%
Cc1ccc(C(=O)Nc2ccc(Cl)c([N+](=O)[O-])c2)cc1 | 8.0%
CCOc1ccc(C(=O)NC(=S)Nc2ccc(Cl)cc2)cc1Cl | 7.0%
CCCCC1(C)OC(=O)C(=Cc2ccc(OCc3ccc([N+](=O)[O-])cc3)cc2)C(=O)O1 (stereo not drawn) | 24.0%
CC(=O)NC(CCC(=O)OCc1ccccc1)C(=O)Nc1ccc(C)cc1 (stereo not drawn) | 5.0%
Cc1ccccc1NC(=O)c1ccccc1Br | 0.0%
COc1ccc(CN2CCN(C(=O)c3cccc(F)c3)CC2)cc1 | 0.0%
c1ccc2c(c1)ncn2CN1CCN(Cn2cnc3ccccc32)CC1 | 8.0%
CC1(C)C(c2ccccc2)=[N+]([O-])C(c2ccccc2)=[N+]1[O-] | 3.0%
CCSCCOC(=O)C1=C(C)N(C)C(=O)NC1c1cc2c(cc1[N+](=O)[O-])OCO2 (stereo not drawn) | 2.0%
CC(=O)C1=C(O)C(=O)N(CCO)C1c1ccc(Br)cc1 (stereo not drawn) | 14.0%
C/C(=N\Nc1cc(-c2ccccc2)nc(C)n1)c1ccc(O)cc1 | 3.0%
C/C(=N\NC(=O)COc1ccccc1C)c1ccc(Br)cc1 | 2.0%
Cc1cccc(C)c1NC(=O)C1CC(=O)N(c2ccc(Br)cc2)C1 (stereo not drawn) | 0.0%
Cc1c(Cl)cccc1N1C(=O)c2ccccc2C1=O | 7.0%
O=C(NCc1ccco1)C(=O)Nc1cccc(C(F)(F)F)c1 | 0.0%

Compound activity from PubChem BioAssay.
